Screening data from PubChem.
All columns: NCI-60 one-dose screen, growth in % after 48 h at 10 µM unless noted; 100 = growth as untreated, 0 = no growth, -100 = all killed.
MOLT-4: MOLT-4 leukemia cells; 80,000 tested, 6.9% active
BT-549: BT-549 breast cancer | 78,000 tested, 4.4% active
SR: SR leukemia cells; 73,000 tested, 8.7% active
MDA-MB-231: MDA-MB-231 breast cancer; AID 1794789; 81,000 tested, 5% active
MCF7: MCF7 breast cancer. 82,000 tested, 6.3% active. AID 1794796
K-562: K-562 leukemia | 78,000 tested, 7.4% active
MDA-MB-468: MDA-MB-468 breast cancer. 78,000 tested, 8.5% active
T-47D: T-47D breast cancer; AID 1794792; 79,000 tested, 5% active
An asterisk follows results filed as active; . = not tested or not shown; & = joins results of further samples; [ ] = another dose, or the depositor's remark. The calls were made as follows: active = growth percent below 10; inactive = the rest. The order is random. About 13% of those tested had a hit in this group.

SMILES	MOLT-4	BT-549	SR	MDA-MB-231	MCF7	K-562	MDA-MB-468	T-47D
Cc1nn(-c2ccc(Cl)cc2)c2c1C(c1ccc([N+](=O)[O-])cc1)C(C#N)=C(N)O2 (stereo not drawn)	99	101	86	90	97	98	104	93
CC1=CCC(OC(=O)C(C)(O)CCC(O)(C(=O)OC2CC(O)(C(C)C)CCC2(C)O)C(C)C)(C(C)C)CC1 (stereo not drawn)	101	109	93	121	97	107	94	.
CCOC(=O)C(C(=O)OCC)c1nc2sc3cc(Cl)c(Cl)cc3n2c(=O)c1C#N	92	112	85	88	74	91	91	70
CCC(C)(C)OC(=O)c1ccccc1C	105	.	108	107	93	105	95	95
O=C(c1ccc(Nc2ccc3c(c2)OCO3)c([N+](=O)[O-])c1)N1CCOCC1	97	87	.	92	130	116	115	105
CCOC(=O)C1(C(N)=O)OC1(c1ccc(Cl)cc1)c1ccccc1Cl (stereo not drawn)	86	100	87	88	97	96	101	103
Nc1c(Br)cc(O)c2c1C(=O)c1ccccc1C2=O	50	94	.	77	84	66	-9.4*	94
CCN(CC)c1ccc(CNc2cc(C)nc3ccccc23)cc1	86	72	51	67	39	31	.	39
O=c1/c(=C/c2cn(-c3ccccc3)nc2-c2ccccc2)sc2nc(Cc3ccccc3)nn12	110	105	.	102	98	112	84	99
S=c1sc2ccccc2n1CNc1ccccc1	114	97	107	103	97	121	.	96
COc1cc(NC(=O)C#Cc2ccccc2)c(OC)cc1Cl	22	51	12	27	23	21	71	71
N/C(=N\c1nc2c(Br)cccc2s1)C(Br)Br	-2.9*	29	-24*	-9.5*	-26*	3.7*	-59*	33
CCCCN(CCCC)C(C)C(=O)c1ccc2cc(Br)c3ccccc3c2c1 (stereo not drawn)	102	115	89	100	85	106	130	96
CCCCOC(=O)OCc1cc(=O)c(O)co1	102	110	104	114	95	97	97	91
O=C(N/N=C/c1ccc(F)cc1)c1ccccc1Nc1ccnc(C(F)(F)F)c1	108	94	102	85	105	86	.	91
CCC(=O)Oc1c(Br)cc(C(C)(C)C)cc1Br	110	108	114	109	96	102	106	107
O=C1Nc2ccccc2/C1=N\c1nnc(-c2ccccc2)o1	97	105	105	83	66	103	70	78
O=c1oc2c(Cl)cccc2cc1-c1cc2ccccc2[nH]1	101	95	103	87	79	98	.	96
N#Cc1c(N)nc2c(C#N)c(NC(=O)c3ccccc3)nn2c1-c1ccccc1	75	98	.	84	76	73	94	68
CC/C(=N/NC(N)=O)c1ccccc1	98	102	110	102	97	101	103	110
COc1ccc(NC(=O)CSc2nnc(-c3cccs3)n2-c2ccccc2)cc1	96	24	86	76	77	83	81	78
c1ccc(CNc2nc3ccccc3n3c2nc2ccccc23)cc1	94	111	.	92	71	89	97	90
O=C1c2ccccc2C(=O)c2c(N=Nc3c(O)[nH]c(=S)[nH]c3=O)cccc21	96	99	.	100	95	93	106	94
C=C1N(C)c2ccc(Cl)cc2C1(C)C	36	67	.	83	89	13	5.2*	34
COc1ccc(N=Nc2c(N)nn3c(-c4ccc(OC)c(OC)c4)c4ncnc(NN)c4nc23)cc1	102	118	90	73	93	97	115	87
Cc1ccc2c(n1)C(=O)c1[nH]c3ccccc3c1C2=O	35	59	40	32	31	45	-16*	23
Nc1ccc(NC(=O)Nc2ccc(N)cc2)cc1	107&97	85&94	101	92&103	88&88	115&91	96&97	86&91
CCOC(=O)CC(=O)c1ccccc1	102&100	118&117	97&78	110&98	98	101&108	95&114	95&92
O=C1CN(CN2CCOCC2)C(=O)CN1CN1CCOCC1	89	.	.	100	98	84	107	95
C=CC[C@]12C[C@H](Cl)C[C@H]3O[C@H](COC31O)C2	.	132	.	97	96	.	100	96
O=C1C2=C(CCCC2)C(=O)c2ccccc21	88	124	58	111	75	67	97	.
O=C(O)c1cn(C2CC2)c2cc(N3CCN(C(=O)CN4C(=O)S/C(=C/c5ccccc5)C4=O)CC3)c(F)cc2c1=O	97	103	85	95	86	96	91	102
O=C1NC2=C(Cc3ccccc32)C(c2c[nH]c3ccccc23)N1 (stereo not drawn)	72	116	49	97	44	66	81	62
Cc1ccccc1NC(N)=O	99	90	94	122	94	93	95	120
CC(C)(CCC(=O)N1CCSCC1)c1ccccc1	110	.	99	104	104	115	98	103
CN(C)c1ccc(C(=C2C=CC(=[N+](C)C)C=C2)c2ccc(N(C)C)cc2)cc1 (tested in a mixture with another compound)	-24*	.	.	-61*	-92*	-55*	-95*	-92*
FC(F)(F)c1nc2ccccc2n1Cc1nnc(SCc2cn(-c3ccc(Cl)cc3)nn2)o1	98	105	92	98	98	97	104	79
COc1ccc(C)cc1OC	110	114	99	107	102	93	137	107
CN(C)c1ccc(C(c2ccc(Cl)cc2)c2ccc(N(C)C)cc2)cc1	95	.	93	106	84	80	89	70
NC(=O)NCc1ccccc1	95	96	88	109	91	93	108	102
NC(=O)[C@H]1O[C@@H](n2cnc3c(=O)[nH]cnc32)[C@H](O)[C@@H]1O	108	114	111	100	106	100	111	98
COc1ccc(C(=O)CSc2nnc3n2N=C(c2ccc(OC)cc2)CS3)cc1	86	98	105	99	93	104	92	82
CNC(=O)c1cc(Oc2ccc(NC(=O)Nc3ccc(Cl)c(C(C)(C)C)c3)c(F)c2)ccn1	37	47	43	48	16	19	7.8*	20
O=C(Nc1ccc(S(=O)(=O)N2CCCCC2)cc1)C(Cl)Cl	117	124	96	109	101	111	118	101
COC(=O)C1(CC(=O)c2cc(Cl)ccc2Cl)NC(=S)NC(=O)C1C#N (stereo not drawn)	110	124	97	110	97	102	95	116
COc1ccc(C2=NN(C(=O)c3cc(-c4ccc(C)cc4)nc4ccccc34)C(c3cc(-c4ccccc4)nn3-c3ccccc3)C2)cc1 (stereo not drawn)	85	91	90	99	88	84	98	73
CC(=O)c1ccc(NC(=O)Nc2ccc(C(C)=O)cc2)cc1	94	98	77	100	87	94	86	77
O=C1NC(c2ccc(C(F)(F)F)cc2)N=C2C(c3ccccc3)=NOC12 (stereo not drawn)	110	106	111	102	97	108	105	106
O=C(O)c1cn(C2CC2)c2cc(N3CCN(Cc4nc5c(cnn5-c5ccc(Cl)cc5)c(=O)[nH]4)CC3)c(F)cc2c1=O	105	87	106	94	104	96	86	97
CN1C(CC(=O)c2ccccc2)CCCC1CC(O)c1ccccc1 (stereo not drawn)	106	99	104	104	101	98	100	100

Shown with values under each structure: entries from further up.
Results follow in this order: MOLT-4	BT-549	SR	MDA-MB-231	MCF7	K-562	MDA-MB-468	T-47D
O=C1NC2=C(Cc3ccccc32)C(c2c[nH]c3ccccc23)N1 (stereo not drawn)
 : 72	116	49	97	44	66	81	62
Cc1ccccc1NC(N)=O
 : 99	90	94	122	94	93	95	120
CC(C)(CCC(=O)N1CCSCC1)c1ccccc1
 : 110	.	99	104	104	115	98	103
CN(C)c1ccc(C(=C2C=CC(=[N+](C)C)C=C2)c2ccc(N(C)C)cc2)cc1 (tested in a mixture with another compound)
 : -24*	.	.	-61*	-92*	-55*	-95*	-92*
FC(F)(F)c1nc2ccccc2n1Cc1nnc(SCc2cn(-c3ccc(Cl)cc3)nn2)o1
 : 98	105	92	98	98	97	104	79
COc1ccc(C)cc1OC
 : 110	114	99	107	102	93	137	107
CN(C)c1ccc(C(c2ccc(Cl)cc2)c2ccc(N(C)C)cc2)cc1
 : 95	.	93	106	84	80	89	70
NC(=O)NCc1ccccc1
 : 95	96	88	109	91	93	108	102
NC(=O)[C@H]1O[C@@H](n2cnc3c(=O)[nH]cnc32)[C@H](O)[C@@H]1O
 : 108	114	111	100	106	100	111	98
COc1ccc(C(=O)CSc2nnc3n2N=C(c2ccc(OC)cc2)CS3)cc1
 : 86	98	105	99	93	104	92	82
CNC(=O)c1cc(Oc2ccc(NC(=O)Nc3ccc(Cl)c(C(C)(C)C)c3)c(F)c2)ccn1
 : 37	47	43	48	16	19	7.8*	20
O=C(Nc1ccc(S(=O)(=O)N2CCCCC2)cc1)C(Cl)Cl
 : 117	124	96	109	101	111	118	101
COC(=O)C1(CC(=O)c2cc(Cl)ccc2Cl)NC(=S)NC(=O)C1C#N (stereo not drawn)
 : 110	124	97	110	97	102	95	116
COc1ccc(C2=NN(C(=O)c3cc(-c4ccc(C)cc4)nc4ccccc34)C(c3cc(-c4ccccc4)nn3-c3ccccc3)C2)cc1 (stereo not drawn)
 : 85	91	90	99	88	84	98	73
CC(=O)c1ccc(NC(=O)Nc2ccc(C(C)=O)cc2)cc1
 : 94	98	77	100	87	94	86	77
O=C1NC(c2ccc(C(F)(F)F)cc2)N=C2C(c3ccccc3)=NOC12 (stereo not drawn)
 : 110	106	111	102	97	108	105	106
O=C(O)c1cn(C2CC2)c2cc(N3CCN(Cc4nc5c(cnn5-c5ccc(Cl)cc5)c(=O)[nH]4)CC3)c(F)cc2c1=O
 : 105	87	106	94	104	96	86	97
CN1C(CC(=O)c2ccccc2)CCCC1CC(O)c1ccccc1 (stereo not drawn)
 : 106	99	104	104	101	98	100	100

Going on with the list.
SMILES	MOLT-4	BT-549	SR	MDA-MB-231	MCF7	K-562	MDA-MB-468	T-47D
CC(C)CNc1nc(N=[N+]=[N-])nc(NCC(C)C)n1	34[100 µM]	57[100 µM]	-7.9*[100 µM]	49[100 µM]	52[100 µM]	34[100 µM]	60[100 µM]	49[100 µM]
COc1cc(C2C3CSCN3[C@@]3(C(=O)Nc4ccccc43)C2C(=O)c2nc3ccccc3[nH]2)cc(OC)c1OC (stereo partly drawn)	97	94	92	92	100	94	100	102
CCOC(=O)c1cnc2c(C)cccc2c1Nc1ccc(C(C)=O)cc1	-4.2*	61	-29*	11	-40*	-21*	-71*	-18*
CCOC(=O)C1C(C)=CC(=O)CC1CC (stereo not drawn)	98	.	92	105	91	98	98	102
COc1ccc(/C(C)=N/N=C2C(=O)Nc3ccc(Cl)cc32)cc1S(N)(=O)=O	82	79	81	77	86	96	78	76
Cc1cc(C(C)(C)C)cc(C)c1CC1=NCCN1	93	98	94	109	113	90	94	.
CC(=O)c1nnn(C(C)C(N)=O)c1C (stereo not drawn)	97	110	102	103	106	.	105	102
Clc1ccc(-c2ccc(-c3nn4c(-c5ccccc5)nnc4s3)o2)cc1	105	124	68	101	95	98	107	97
CCOC(=O)c1[nH]c(CCl)c(C(=O)OCC)c1C	102	100	94	108	100	98	104	97
CC1CN(Cc2ccco2)C(=S)N(c2ccccc2)C1=O (stereo not drawn)	122	95	91	106	102	63	.	83
COc1ccc(C(C)=O)cc1OC	123	101&107	99&120	112&100	95&98	98&124	114&103	87&91
C=CCSc1nnc(-c2c(C)nc3sccn23)o1	116	65	101	93	71	98	5.7*	79
COc1ccc(C2Cc3cnccc3-c3[nH]c4ccncc4c32)c(OC)c1OC (stereo not drawn)	76	91	61	63	67	68	71	68
COc1cc2oc3cc(OC)c(OC)c(CC=C(C)C)c3c(=O)c2c(O)c1CC=C(C)C	90	109	92	104	95	98	101	94
N#Cc1c(-c2ccco2)nc2c(c(-c3ccccc3)nn2-c2ccccc2)c1-c1ccc2c(c1)OCO2	97	105	105	94	86	106	107	82
O=C(CC(=O)C(F)(F)F)c1cc2ccccc2s1	71	70	52	101	80	63	100	74
COc1nc2cc(C)ccc2cc1-c1nc2c(cnn2-c2ccc(Br)cc2)c(=O)[nH]1	96	99	133	100	86	88	108	85
CCOC(=O)C1=c2[nH]c(O)c(C(=O)OCC)c2=NC1=O	91	66	97	99	97	91	105	97
N=NC(=O)c1ccccc1Nc1c(O)[nH]c2ccccc12	98	103	96	93	86	93	105	98
c1ccc(-c2noc3ncnc(Nc4ccc(N5CCCCC5)cc4)c23)cc1	97	97	101	90	85	106	103	86

No new results follow: an excerpt of the list.
SMILES	MOLT-4	BT-549	SR	MDA-MB-231	MCF7	K-562	MDA-MB-468	T-47D
CCOC(=O)C1=c2[nH]c(O)c(C(=O)OCC)c2=NC1=O	91	66	97	99	97	91	105	97
N=NC(=O)c1ccccc1Nc1c(O)[nH]c2ccccc12	98	103	96	93	86	93	105	98
c1ccc(-c2noc3ncnc(Nc4ccc(N5CCCCC5)cc4)c23)cc1	97	97	101	90	85	106	103	86

(continued)
SMILES	MOLT-4	BT-549	SR	MDA-MB-231	MCF7	K-562	MDA-MB-468	T-47D
COc1ccc(CNC(=O)c2cc3c(=O)n4ccccc4nc3n(CCc3ccccc3)c2=N)cc1	102	109	95	108	84	95	110	100
COc1ccc(/C=C2\Oc3cc(OCCCCN4CCCCC4)ccc3C2=O)cc1OC	95	85	92	83	96	91	76	100
O=C(NCCc1ccccc1O)c1cc2c(cc1[N+](=O)[O-])OCO2	96	123	86	96	103	93	107	95
Cc1cc(=O)c2c(C)ccc(C)c2[nH]1	100	123	110	99	93	109	97	96
COc1ccc(-c2c(C#N)c(N)nn2-c2ncc(C#N)c(N)n2)cc1	86	89	81	107	85	87	95	107
